# Source: PubChem BioAssay (National Center for Advancing Translational Sciences (NCATS))
# TCR activator = activates T cell receptor signaling | primary human leukocytes, anti-CD3, IL-2 HTRF, 48 h | Potency, µM (series often up to 9.22 µM), without a hit: at the top dose activation of IL-2 secretion, actives largely listed as activators | 330,000 tested, under 10 active | AID 504894; also: % of control where 0% means no effect
#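 TCR engagement came from a-CD3 beads alone, with compounds added to primary human leukocytes for 48 hr. Secreted IL-2 bridged europium cryptate- and d2-labelled anti-IL-2 antibodies, giving FRET emission at 665nm after 320nm excitation.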
# uPA generation = blocks generation of uPA at the cell surface | cell surface uPA generation assay, qHTS | Potency, µM (titrated, usually from 38.3 µM), inactives show top-dose activity change, negative = inhibition, actives largely listed as inhibitors | hit rate 0.31% among 330,000 | AID 540303; active = well fitted inhibition curve with a large enough effect; inconclusive = small, poorly fitted or top-dose-only effect; inactive = no such curve, though single readings can be large or run the other way; tested in mouse RAW 264.7 cells; also: potency is read from the fitted curve at half-maximal effect; % is scaled to controls: 0 for no effect and ±100 for the full control effect; nearly all actives have a fitted effect of over 55% in size
# BCR signal inh = chronic active BCR signaling inhibition; Potency, µM (top dose mostly 46.1 µM), without a hit: top-dose ratio change, negative = lower green/red ratio, hits mostly inhibitors; hit rate 0.05% among 340,000; ABC-DLBCL IkBa-CBG/CBR reporter, luminescence ratio, 4 h; AID 493014; active = well fitted inhibition curve with a large enough effect in the signal ratio, with a control signal flat, not every such curve was filed as active; inconclusive = small, poorly fitted or top-dose-only effect, or effect the other way, or a change in a side signal; the % refers to the signal ratio;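 also: potency is read from the fitted curve at half-maximal effect; plate controls were basal doxycycline-induced cells for no effect and cells given 10 µM MG132 for full effect; MG132 reads +100%, hits lower the ratio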
#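 Doxycycline induced both beetle luciferases in TMD8 lymphoma cells; IKK-driven degradation limits the IkappaBalpha-fused green signal, while red luminescence normalises for cell number and nonspecific effects. Compounds tested up to 46 uM, 4 hrs.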
# Mito fusion yeast = mitochondrial division inhibition or fusion activation; S. cerevisiae fusion-defective mutant growth rescue, CellTiterGlo 48 h; Potency, µM (doses to about 46.1 µM), without a hit: top-dose growth rescue (activation), actives largely listed as activators; hit rate 0.23% among 320,000; AID 485298;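 also: potency is read from the fitted curve at half-maximal effect; % of control where 0% means no effect; nearly all actives have a fitted effect of over 45% in size; temperature-sensitive fusion mutants such as fzo1-1 at 37 °C on non-fermentable ethanol glycerol medium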
#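 Yeast fusion mutant, YPEG (non-fermentable carbon), compound, 48 h at 37C non-permissive; CellTiterGlo added, 10 min RT, luminescence read. Rescued growth = division inhibition.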
# TSHR antag = antagonists of human thyroid stimulating hormone receptor; TSHR-expressing cells, TSH-stimulated cAMP HTRF, 2 h; stronger effect = lower value; hit rate 0.2% among 330,000; activity change, negative = inhibition, % at 11.5 µM; P16473;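 active = activity change below a set negative limit, meaning inhibition stronger than a set level, cut at about -70% in these data; inconclusive = activity change between two set negative limits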; also: % is scaled to controls: 0 for no effect and ±100 for the full control effect
# Target sequence (P16473 whole entry, looked up): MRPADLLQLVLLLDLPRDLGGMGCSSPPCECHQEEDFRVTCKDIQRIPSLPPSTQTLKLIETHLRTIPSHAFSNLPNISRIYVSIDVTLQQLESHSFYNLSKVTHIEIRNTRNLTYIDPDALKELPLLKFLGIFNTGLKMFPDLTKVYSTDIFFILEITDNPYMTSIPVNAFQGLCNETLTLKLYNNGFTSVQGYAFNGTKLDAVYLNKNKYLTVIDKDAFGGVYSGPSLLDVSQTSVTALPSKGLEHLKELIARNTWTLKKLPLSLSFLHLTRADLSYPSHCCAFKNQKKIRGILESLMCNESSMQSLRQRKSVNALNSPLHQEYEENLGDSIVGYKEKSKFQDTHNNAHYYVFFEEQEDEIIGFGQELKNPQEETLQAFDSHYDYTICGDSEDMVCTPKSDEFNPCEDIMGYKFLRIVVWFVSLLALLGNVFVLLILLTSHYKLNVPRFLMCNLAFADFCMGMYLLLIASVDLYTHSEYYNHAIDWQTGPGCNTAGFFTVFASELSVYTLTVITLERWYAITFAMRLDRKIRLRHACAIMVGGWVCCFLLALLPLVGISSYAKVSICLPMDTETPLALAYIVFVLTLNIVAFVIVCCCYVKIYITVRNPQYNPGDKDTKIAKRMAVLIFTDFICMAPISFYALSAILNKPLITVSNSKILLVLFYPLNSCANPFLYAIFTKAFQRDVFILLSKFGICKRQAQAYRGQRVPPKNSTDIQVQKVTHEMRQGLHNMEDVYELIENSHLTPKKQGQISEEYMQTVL
#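 TSHR-expressing cells, 200/well, pre-treated with compound, then stimulated with EC80 TSH (4nM final) for 2 hours at 37 deg C. cAMP measured by competitive HTRF: anti-cAMP cryptate antibody in lysis buffer plus cAMP-d2, read after 30 minutes at room temperature.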
# PTAP TSG101 blk = blocks PTAP/TSG101 interaction to inhibit HIV-1 budding. Potency, µM (series often up to 115 µM), inactives show at the top dose activity change, negative = inhibition, usual class: inhibitors. Fluorescence polarization, FITC-PTAP peptide / Tsg101 binding. 340,000 tested, under 10 active; active = well fitted inhibition curve with a large enough effect in the main read-out, with a control signal flat, not every such curve was filed as active; inconclusive = small, poorly fitted or top-dose-only effect, or effect the other way, or a change in a side signal; inactive = no such curve, though single readings can be large or run the other way; also: potency is read from the fitted curve at half-maximal effect; % of control where 0% means no effect
#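 Tsg101 binding domain (10 uM final) was mixed with compound and a FITC-labeled PTAP peptide (50 nM final) in HEPES pH 7.5 buffer with NaCl, Tween 20, EDTA and TCEP; fluorescence polarization was read after 20 min at r.t.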
# Tb PFK block = T. brucei PFK enzyme inhibition; T. brucei PFK, ADP-Glo luminescence; Potency, µM (titrated, usually from 57.5 µM), for the others: top-dose activity, negative = inhibition, most hits filed as inhibitors; O15648; AID 485367; hit rate 0.17% among 330,000;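 also: potency is read from the fitted curve at half-maximal effect; 0% = uninhibited 1x PFK enzyme wells and -100% = no-enzyme wells; nearly all actives have a fitted effect of over 60% in size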
#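 Activity is normalized to no-enzyme wells (full inhibition) and 1.25 nM enzyme wells (no inhibition). Reaction: 0.5 mM F6P, 0.1 mM ATP, 45 min RT, ADP-Glo luminescence; concentration-response curves fitted and classed by quality.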
# ELG1 repair inh = inhibitors of ELG1-dependent DNA repair in HEK293T cells; Potency, µM (series often up to 46.1 µM), for the others: at the top dose activity change, negative = inhibition, usual class: inhibitors; hit rate 2.3% among 330,000; AID 504467; HEK293T ELG1-luciferase reporter, luminescence, 16 h; DNA damage induced by 5-fluorouridine; also: potency is read from the fitted curve at half-maximal effect; % is scaled to controls: 0 for no effect and ±100 for the full control effect; nearly all actives have a fitted effect of over 55% in size
#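 Cells (2,000 per well) received 5-fluorouridine plus test compound or DMSO and were incubated 16 hr at 37 °C, 5% CO2. Luciferase activity was read by luminescence 30 min after ONE-Glo addition; signal suppression marked inhibition of damage-induced ELG1 function.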
# B2AR arrestin = agonists driving beta-arrestin recruitment to human beta2-adrenergic receptor; P07550; beta-arrestin recruitment to beta2AR, cell-based reporter; Potency, µM (top dose mostly 46.1 µM), inactives show top-dose activation, usual class: activators; hit rate 0.02% among 330,000; AID 492947;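 also: potency is read from the fitted curve at half-maximal effect; 0% = DMSO controls and full agonism = EC100 isoproterenol or metaproterenol; nearly all actives have a fitted effect of over 65% in size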
# USP2a inh = inhibitors of human ubiquitin-specific protease USP2a; AID 463254; USP2 core, Ub-CHOP2 coupled fluorogenic reporter, 485/531; Potency, µM (titrated, usually from 38.3 µM), without a hit: top-dose activity change, negative = inhibition, actives largely listed as inhibitors; O75604; hit rate 0.01% among 330,000;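 also: potency is read from the fitted curve at half-maximal effect; plate controls were DMSO wells for no effect and full inhibition by NEM control for full effect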
#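 Cell-free coupled assay: 10nM USP2 core preincubated 30min RT with compound in Tris-HCl pH 8.0/CaCl2/CHAPS buffer, then 25nM Ub-CHOP2 and 25nM reporter substrate; fluorescence (Ex 485/Em 531) read after 60min RT, normalized to NEM inhibition, concentration-response curves fitted.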
# Eya2 phos inh = Eya2 (human) phosphatase inhibition; O00167; recombinant Eya2, OMFP fluorescence dephosphorylation (OMFP is methylfluorescein phosphate); Potency, µM (series often up to 76.9 µM), inactives show top-dose activity, negative = inhibition, most hits filed as inhibitors; hit rate 0.006% among 330,000; also: potency is read from the fitted curve at half-maximal effect; % is scaled to controls: 0 for no effect and ±100 for the full control effect
#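 Eya2 protein (added as 0.2 uM solution) was preincubated with compound for 10 min at ambient temperature in 50 mM HEPES pH 7.5, 50 mM NaCl, 5 uM MgCl2, 0.05% BSA, 1 mM DTT. OMFP (added at 50 uM) then reacted 10 min; fluorescence read at 485/525 nm.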
# * = called active by the depositor; ? = inconclusive; . = no result given; [ ] = dose if it differs, or a comment. Unless noted, calls follow the shape of the dose curve; as a rule, active = well fitted curve in the direction sought with a large enough effect; inconclusive = small, poorly fitted or top-dose-only effect, or another doubt; inactive = no such curve, though single readings can be large; an effect the other way counts as inactive or inconclusive.
1. CCN(CC)CCN1C(=O)c2ccccc2NC1c1ccc(Br)cc1 (configuration not stated)
2. CCOCC(O)CNc1ccccc1 (configuration not stated)
3. O=C(CCC1CCCN(C(=O)Cn2cnnn2)C1)NCc1ccccc1F (configuration not stated)
4. CN(Cc1ncc[nH]1)C(=O)c1cc(COc2c(F)cccc2F)on1
5. CC(C)(C)NC(=O)/C(=C/c1ccccc1F)NC(=O)c1ccc([N+](=O)[O-])cc1
6. COc1ccc(/C=N/n2cnnc2)cc1COc1ccccn1
7. Cn1c(=O)oc2cc(S(=O)(=O)NCc3cccnc3)ccc21
8. CCOc1ccc(C(=O)CSCCC(=O)O)cc1

assay / entry	1	2	3	4	5	6	7	8
TCR activator	0%	1%	1%	-11%	3%	-3%	-2%	0%
uPA generation	2%	2%	6%	-21%	-1%	.	-1%	1%
BCR signal inh	3%	0%	1%	-2%	11%	3%	0%	?
Mito fusion yeast	-8%[9.22 µM]	-2%	2%	-3%	-1%	-3%	2%	3%
TSHR antag	10	3	5	-13	-5	0	2	5
PTAP TSG101 blk	-5%	0%	-2%	0%	-2%	-5%	-1%	-1%
Tb PFK block	0%	1%	-6%	-2%	1%	-4%	-2%	14%
ELG1 repair inh	21%	14%	13%	-3%	-11%	11%	-1%	?
B2AR arrestin	-0.6%	-1.3%	0.6%	-0.9%	-0.2%	0.2%	-0.6%	-0.3%
USP2a inh	-2%	0%	0%	-1%	0%	2%	0%	2%
Eya2 phos inh	-12%	2%	-3%	2%	-22%	-29%	4%	-14%

9. CCN1N=C(C)C=C(c2ccccc2)n2c1nc1ccccc12
10. Cc1cnc(NC(=O)c2ccc(Cl)nc2)s1
11. Cc1ccc(NC(=S)NNc2ncc(C(F)(F)F)cc2Cl)c(C)c1
12. CN=C(C)c1c(O)c2ccccc2oc1=O
13. COC(=O)CCC(=O)OC1(C)C(=O)C=C2C=C(C3CC3)N(CCCCO)C=C2C1=O (configuration not stated)
14. Cc1c(-c2n[nH]c(=S)n2-c2ccc(Br)cc2)nnn1-c1ccc(Cl)cc1
15. Cn1c(=O)c2c(ncn2CCc2ccccc2)n(C)c1=O
16. CCOC(=O)N1CCN(C(=O)CN(C)S(=O)(=O)c2ccc3c(c2)C(C)(C)C(=O)N3C)CC1

assay / entry	9	10	11	12	13	14	15	16
TCR activator	0%	2%	-8%	1%	0%	-4%	-3%	.
uPA generation	1%	-29%	0%	8%	6%	2%	-26%	-5%
BCR signal inh	?	?	31%	?	0%	0%	6%	0%
Mito fusion yeast	-3%	-8%	-1%	3%	4%	2%	3%	2%
TSHR antag	-11	5	2	11	-1	-12	5	-5
PTAP TSG101 blk	-6%	-7%	-8%	-1%	-12%	-6%	-4%	-10%
Tb PFK block	-1%	-19%	?	3%	0%	-5%	2%	2%
ELG1 repair inh	?	?	21µM*	?	14%	-5%	9%	?
B2AR arrestin	0.3%	-0.2%	-0.5%	0.3%	0.7%	-0.1%	0.0%	-0.1%
USP2a inh	0%	2%	-1%	8%	-8%	2%	0%	4%
Eya2 phos inh	14%	4%	6%	7%	1%	2%	6%	-5%

# Sorted by value in Eya2 phos inh (smallest number first): three of the compounds above.
item | canonical_smiles | Eya2 phos inh
16 | CCOC(=O)N1CCN(C(=O)CN(C)S(=O)(=O)c2ccc3c(c2)C(C)(C)C(=O)N3C)CC1 | -5%
11 | Cc1ccc(NC(=S)NNc2ncc(C(F)(F)F)cc2Cl)c(C)c1 | 6%
12 | CN=C(C)c1c(O)c2ccccc2oc1=O | 7%

# Other compounds.
17. COc1ccc(-c2ccc(SCC(=O)NCc3ccco3)nn2)cc1OC
18. O=C(NCCc1ccccc1)C(=O)c1c(-c2ccccc2)[nH]c2ccccc12
19. O=C(CSc1nc2ccccc2o1)N1CCN(C(=O)c2ccco2)CC1
20. O=C(Nc1nnc(S(=O)(=O)N2CCOCC2)s1)c1ccccc1Cl
21. Cc1onc(-c2c(Cl)cccc2Cl)c1C(=O)O/N=C(\C#N)c1ccccc1
22. CCN(CC)C(=O)c1ccc(CS(=O)(=O)Cc2ccccc2)cc1
23. CCOC(=O)c1c(S(=O)(=O)NCC(=O)N2CCN(c3ccccc3OC)CC2)c(C)n(C)c1C
24. COc1ccc(S(=O)(=O)N2CCN(CC(=O)Nc3ccc(F)c(F)c3)CC2)cc1

assay / entry	17	18	19	20	21	22	23	24
TCR activator	6%	14%	2%	-8%	7%	4%	4%	3%
uPA generation	-8%	-6%	-6%	?	-3%	0%	18%	-1%
BCR signal inh	-20%	1%	?	13%	4%	10%	?	6%
Mito fusion yeast	0%	0%	0%	2%	2%	-1%	1%	2%
TSHR antag	1	6	-4	-12	5	8	-7	3
PTAP TSG101 blk	-3%	-2%	0%	2%	-2%	-3%	-6%	-2%
Tb PFK block	?	1%	9%	-3%	-4%	1%	1%	-24%
ELG1 repair inh	29%	-28%	11%	7%	18%	-8%	14%	-11%
B2AR arrestin	-0.2%	-0.3%	-0.1%	0.0%	-0.3%	-0.2%	-0.1%	0.1%
USP2a inh	0%	2%	0%	-1%	-1%	1%	-1%	0%
Eya2 phos inh	-3%	2%	5%	5%	8%	?	10%	8%

25. CN1CCN(NC(=O)c2ccc(Br)c(S(=O)(=O)N3CCOCC3)c2)CC1
26. CN(C(=O)CSc1nc2c(c(=O)[nH]1)CCCC2)C1CCCCC1
27. Cc1cccc(NCC(=O)N/N=C\c2cccc(Oc3ccccc3)c2)c1
28. CCc1cc(=O)[nH]c(SCC(=O)N2CCCC2)n1
29. Cc1c(C)n(Cc2ccccc2)c2ncnc(NCCN(C)C)c12
30. O=C1c2cccc3cccc(c23)C(=O)N1c1nccs1
31. CCN(CC)S(=O)(=O)c1cccc(-c2nnc(SCc3nc4ccccc4s3)o2)c1
32. CCOC(=O)CSc1nc2cc3c(cc2cc1C#N)OCO3

assay / entry	25	26	27	28	29	30	31	32
TCR activator	2%[46.1 µM]	5%	0%	12%	-16%	.	0%	-3%
uPA generation	2%	.	15%	1%	-6%	.	-5%	-1%
BCR signal inh	-3%	8%	1%	0%	-3%	0%	5%	2%
Mito fusion yeast	-5%	3%	2%	-3%	-2%	-7%	5%	3%
TSHR antag	7	3	17	10	-7	-2	-28	-5
PTAP TSG101 blk	0%	-5%	-2%	-1%	-7%	-5%	9%	3%
Tb PFK block	-4%	-6%	3%	18%	3%	-2%	2%	0%
ELG1 repair inh	12%	18%	1%	-1%	3%	?	?	?
B2AR arrestin	-1.0%	0.2%	-0.2%	0.4%	0.1%	-0.2%	-0.2%	-0.9%
USP2a inh	2%	1%	-8%	2%	-8%	2%	1%	0%
Eya2 phos inh	1%	8%	-1%	5%	-4%	-12%	3%	1%

33. COC(=O)[C@@H]1C[C@H]1[C@@H](NC(=O)c1ccccc1)c1ccccc1
34. COc1ncccc1C(=O)N1CCC(n2nccc2NC(=O)CC(C)C)CC1
35. Cc1ccc(NC(=O)C2CCCN(S(=O)(=O)c3c(C)noc3/C=C/N(C)C)C2)c(C)c1 (configuration not stated)
36. O=C(Nc1cccnc1)c1cc(-c2ccc(F)cc2)on1

assay / entry	33	34	35	36
TCR activator	2%	3%	-2%	-5%
uPA generation	?	16%	?	1%
BCR signal inh	-7%	-2%	8%	?
Mito fusion yeast	-2%	1%	3%	0%
TSHR antag	3	8	3	-8
PTAP TSG101 blk	.	.	-1%	-2%
Tb PFK block	0%	-5%	0%	-3%
ELG1 repair inh	?	?	1%	9%
B2AR arrestin	-2.1%	-1.1%	0.1%	-0.2%
USP2a inh	0%	3%	1%	1%
Eya2 phos inh	9%	2%	4%	4%
